PKA-R2B act – activates the human PKA-R2B holoenzyme complex; P22694+P31323; 340,000 compounds, 0.079% hits; AID 504700; PKA-R2B holoenzyme dissociation, Cy5-IP20 fluorescence polarization; R2B truncated from residue 108, S112A mutant; 0% DMSO only, 100% 113 µM cGMP; activation, % at 11.4 µM;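 active = activation above a cutoff set at the mean over all compounds plus 3 SD, cut at about 18% in these data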;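 note: higher means more holoenzyme dissociation and a rise in polarization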
Target sequence (P31323 whole entry, looked up, other chains not shown, the tested form may be a part): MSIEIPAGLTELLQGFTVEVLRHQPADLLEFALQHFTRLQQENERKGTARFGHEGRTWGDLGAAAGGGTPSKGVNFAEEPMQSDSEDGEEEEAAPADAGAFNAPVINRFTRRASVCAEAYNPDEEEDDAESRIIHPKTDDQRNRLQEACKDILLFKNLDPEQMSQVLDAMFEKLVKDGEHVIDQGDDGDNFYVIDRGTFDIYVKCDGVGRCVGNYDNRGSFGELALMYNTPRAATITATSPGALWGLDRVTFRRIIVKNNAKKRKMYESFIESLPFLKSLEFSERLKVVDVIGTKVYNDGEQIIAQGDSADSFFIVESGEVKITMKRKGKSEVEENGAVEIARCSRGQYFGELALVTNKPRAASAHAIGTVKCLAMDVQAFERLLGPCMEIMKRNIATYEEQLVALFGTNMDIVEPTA
LANA DNA inh – inhibitors of KSHV LANA C-terminal domain DNA binding | MBP-C-LANA/FAM-LBS DNA binding, fluorescence polarization | inhibition, % at 9 µM | 340,000 compounds, 0.078% hits | AID 504423;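 active = highest replicate inhibition at or above 60% at 9 µM, even if other replicates fall short; inactive = all replicates below 60% inhibition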;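 note: 0% = neutral control wells and 100% = 4 µM acridine orange control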
RTF Ca sens inh – cardiac RTF calcium desensitization | P19429+P45379 | IANBD-labeled cardiac RTF, Ca2+ fluorescence | inhibition, % at 7.15 µM | 340,000 compounds, 0.12% hits | AID 493244;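 active = inhibition above the mean inhibition of all tested compounds plus 3 SD, cut at about 17% in these data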;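 note: assay run at fixed EC70 calcium of 1.6 mM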
SR-BI HDL uptake – mouse SR-BI HDL lipid transfer inhibition. Q61009. ldlA[mSR-BI] CHO cells, DiI-HDL uptake fluorescence, 3 h. inhibition, % at 12.5 µM. 320,000 compounds, 0.96% hits;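 active = mean replicate inhibition of at least 70% and a set share of replicates each scoring 70 or more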;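 note: 0% = median of neutral control wells and 100% = median of positive control wells; values of inactives mirror those of a sister screen read the other way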
Target sequence (Q61009 whole entry, looked up): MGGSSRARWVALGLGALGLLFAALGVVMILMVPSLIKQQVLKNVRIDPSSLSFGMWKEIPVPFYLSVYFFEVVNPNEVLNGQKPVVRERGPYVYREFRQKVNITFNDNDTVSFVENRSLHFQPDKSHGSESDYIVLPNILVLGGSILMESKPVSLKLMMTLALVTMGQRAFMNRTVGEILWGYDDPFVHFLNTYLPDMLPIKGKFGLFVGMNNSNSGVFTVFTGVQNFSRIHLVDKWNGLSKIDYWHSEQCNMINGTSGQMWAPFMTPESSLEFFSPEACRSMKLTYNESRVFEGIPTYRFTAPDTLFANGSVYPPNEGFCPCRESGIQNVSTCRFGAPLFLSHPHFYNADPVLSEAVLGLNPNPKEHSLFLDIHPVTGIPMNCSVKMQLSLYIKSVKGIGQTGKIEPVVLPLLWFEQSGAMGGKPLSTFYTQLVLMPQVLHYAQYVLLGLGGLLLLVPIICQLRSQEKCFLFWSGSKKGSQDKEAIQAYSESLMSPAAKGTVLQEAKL
Keap1-Nrf2 PPI – disrupts human Keap1 binding to Nrf2 peptide. Q14145. Keap1 Kelch-Nrf2 peptide fluorescence polarization, 1536-well. inhibition, % at 9.4 µM. 340,000 compounds, 0.15% hits. AID 504523; in the data active = inhibition above about 12%;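 note: human Keap1 Kelch domain with fluorescein labeled Nrf2 9mer peptide probe; 0% = neutral control wells and 100% = peptide positive control; higher means more block of Keap1 binding to Nrf2 peptide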
DAGLB inhibitor – diacylglycerol lipase beta (human) inhibition. Q8NCG7. HEK293T DAGLB membrane lysate, EnzChek fluorogenic substrate. inhibition, % at 5.17 µM. 340,000 compounds, 0.059% hits. AID 504411; in the data active = inhibition above about 34%;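 note: 0% = enzyme with vehicle and 100% = wells lacking enzyme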
Arrestin-AP2 inh – inhibitors of human beta-arrestin and AP2 interaction; FITC-arrestin peptide / GST-AP2 beads, flow cytometry; AP2 beta2 appendage carries R879A mutation; inhibition, % at 10 µM; 340,000 compounds, 0.31% hits; AID 504490;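 active = inhibition above a set limit, near 3 SD of compounds lacking own fluorescence, cut at about 54% in these data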;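 note: plate controls were DMSO wells for no effect and 5 µM unlabelled arrestin peptide for full effect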
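System: GST-AP2 R879A bound to glutathione beads, E. coli-expressed. Also added: 50 nM FITC-arrestin peptide. Schedule: compound with beads 12 min RT, then probe 1 h RT. Signal: bead flow cytometry, FITC channel. Read-out basis: percent response.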
PvdQ inh – blocks Pseudomonas aeruginosa PvdQ acylase activity; inhibition, % at 10 µM; AID 488965; purified PvdQ acylase, fluorescence plate reader; 340,000 compounds, 0.063% hits; in the data active = inhibition above about 30%, passing the limit was not always enough;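 note: 0% = vehicle neutral wells and 100% = reference inhibitor wells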
NSD2 inh – NSD2 (human) methyltransferase inhibition; NSD2 peptide methylation, AlphaScreen, 120 min; inhibition, % at 12.5 µM; 310,000 compounds, 0.54% hits; AID 743445; in the data active = inhibition above about 50%
SR-BI uptake up – activators of SR-BI mediated HDL lipid uptake; 320,000 compounds, 0.096% hits; activation, % at 12.5 µM; AID 504775; CHO ldlA[mSR-BI] cells, DiI-HDL uptake fluorescence, 3 h; 100 = double the neutral-control signal;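 active = mean replicate activation of at least 60% and every replicate at or above 60%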;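 note: 0% = median plate neutral-control signal and 100% = twice that signal; values of inactives mirror those of a sister screen read the other way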
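Assay system: LDL receptor-deficient CHO ldlA cells overexpressing murine SR-BI / Medium: BSA-supplemented, HEPES-buffered Ham's F12, pH 7.4 / Probe or stimulus: DiI-labelled HDL at 10 µg/mL final / Timing: compound with DiI-HDL co-incubation, 3 h at 37 °C / Technique: bottom-read cell fluorescence after medium removal, ex 550/em 595 nm / Measure: HDL uptake via cellular fluorescence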
* = called active by the depositor; x = no result given; & = joins results of further samples. Random draw from the library, and some 2.1% of all compounds hit somewhere here.

SMILES	PKA-R2B act	LANA DNA inh	RTF Ca sens inh	SR-BI HDL uptake	Keap1-Nrf2 PPI	DAGLB inhibitor	Arrestin-AP2 inh	PvdQ inh	NSD2 inh	SR-BI uptake up
COc1ccc(C)cc1-n1nnnc1SCc1csc(C)n1	-3	0.7	-4	-24	-2	-3	-3	-2	-1	24
O=C(NNC(=O)c1c(O)c2ccccc2[nH]c1=O)c1ccccc1	-3	-0.2	-2	-17	-2	-2	22	-2	-5	17
O=C1c2ccccc2NC(c2ccc(F)cc2)N1Cc1ccco1 (configuration not stated)	-7	0.4	-16	-1	-5	-3	15	-4	-1	1
CCc1ccccc1N1CSC2=C(C#N)C(c3ccccc3F)CC(=O)N2C1 (configuration not stated)	-3	2.0	-10	22	-4	0	6	-10	x	-22
COc1ccc(C2(C(=O)Nc3ccc(S(=O)(=O)Nc4nc(C)cc(C)n4)cc3)CCCC2)cc1OC	-4	0.2	10	-9	-2	1	-4	8	5	9
COCn1c(-c2ccc(OC)c(OC)c2)nc2ccccc21	-8	-0.2	-5	5	-3	0	1	-11	0	-5
C=CCn1c(SCC(=O)N(CCOC)c2c(N)n(CC(C)C)c(=O)[nH]c2=O)nc2ccccc21	-5	-0.4	-4	6	1	-1	19	0	0	-6
CC(NC(=O)CCc1ccccc1)c1ccc2c(c1)OCO2 (configuration not stated)	8	0.4	-4	-9	0	-4	36	0	-4	9
COc1cccc(-n2c(SCc3cc(=O)oc4cc(O)c(O)cc34)nc3ccccc3c2=O)c1	-8	2.5	17*	-10	1	40*	1	-15	32	10
CC(O)CNc1ccc(-c2n[nH]c(=O)c3ccccc23)cc1[N+](=O)[O-] (configuration not stated)	-3	-1.4	-3	25	-4	5	21	3	-1	-25
c1ccc(CSc2ncnc3c2oc2ccccc23)cc1	-6	1.9	-3	3	1	-13	-2	-13	-3	-3
O=C(NCc1ccccc1Cl)c1csc2c1CCCCC2	-3	-0.1	3	13	1	-14	0	-9	1	-13
CC(Sc1nnc(C2CC2)n1C1CC1)C(=O)N(C)C1(C#N)CCCCC1 (configuration not stated)	-2	-1.7	-5	-2	-3	0	15	-3	-2	2
N#Cc1ccc(-c2ccc(OCC(O)Cn3nnc4ccccc43)cc2)cc1 (configuration not stated)	2	-0.3	-31	46	-2	-1	-2	-12	0	-46
COc1ccc(-n2c(CN3CCN(c4ccccc4OC)CC3)nc3ccc([N+](=O)[O-])cc3c2=O)c(OC)c1	-2	1.2	-3	9	0	0	-5	-2	2	-8
O=C(CN1C(=O)C(=O)N(Cc2ccco2)C1=O)Nc1ccc(F)c(F)c1F	0	3.3	-7	-4	-8	-3	-6	-15	14	4
COc1ccc(C(=O)NCCc2nnc3ccc(SCC(=O)Nc4cc(C)on4)nn23)cc1	2	-0.8	-4	x	-7	3	5	-8	1	x
Cc1ccc(NC(=O)C2CCN(S(C)(=O)=O)CC2)cc1Cl	14	4.9	-3	-2	-3	2	21	-10	0	2
O=C(CSC(=S)N1CCOCC1)c1cc(Br)cc(Br)c1O	5	1.9	3	x	2	10	0	16	3	x
Cc1ccc(N)c(C(O)(C(F)(F)F)C(F)(F)F)c1	-7	-1.1	-6	-7	-4	-11	6	-1	x	7
CC(=O)c1c(C)nn(-c2ccccc2)c1C	2	-1.8	-10	-7	3	0	3	-20	0	7
CCOc1ccc(NC(=O)c2ccc(Cn3nc(C)cc3C)o2)cc1	-6	0.7	-8	37	0	-2	-3	-13	2	-37
COc1ccc(N/C=C/C(=C(C#N)C#N)N(C)C)cc1	x	-1.0	x	-22	-4	x	-11	-1	0	22
O=C(Nc1ccccc1)N(CCc1nc2ccccc2[nH]1)C1CCCC1	-9	1.8	1	69	1	-5	10	2	0	-69
COc1ccc2c(-c3ccccc3)cc(N3CCOCC3)nc2c1	-1	-0.8	0	39	-3	-3	37	-16	-13	-39
Cc1ccc(C2CC(=O)C(C=NCCN3CCN(C(=S)Nc4ccccc4)CC3)=C(O)C2)cc1 (configuration not stated)	4	-1.7	10	23&9	-2	-1	28	2&-7	0	-23&-9
Cc1cc(NC(=O)Nc2ccc(Cl)cc2)n(C(C)(C)C)n1	-7	-0.7	-5	1	3	-2	-4	-7	-2	-1
COc1ccc(CCNC(=O)C2CC(=O)N(c3ccc(C)cc3)C2)cc1OC (configuration not stated)	-5	-1.3	6	6	-5	-1	2	13	-4	-6
O=[N+]([O-])c1ccc(-c2ccc(/C=N/c3c(-c4ccco4)nc4ccccn34)o2)cc1	-3	0.4	4	11	-2	5	0	-1	0	-11
O=C(Cc1ccc(Cl)cc1Cl)NCc1cccnc1	2	0.3	-12	x	2	-2	1	-7	-2	x
COc1ccc2oc(=O)c(C(=O)NCCc3ccc(OC)c(OC)c3)cc2c1	5	5.2	-4	-21	-1	-1	1	-13	0	21
O=C1C=C(c2ccc(-c3ccccc3)cc2)C[C@@H](c2ccc3c(c2)OCO3)C1	3	2.0	9	-11	-3	0	-7	-12	x	11
Cc1ccc2sc(C)cc(=O)c2c1	12	0.3	-4	-13	-3	0	10	-8	-2	13
O=C(Nc1nnc(S(=O)(=O)N2CCOCC2)s1)c1ccccc1Cl	1	-0.1	-1	0	-1	0	6	-18	x	0
Fc1ccc(-c2cc(C(F)(F)F)nc(N3CCCCC3)n2)cc1	-6	0.7	-2	14	4	-4	26	2	2	-14
COc1cc(OC)cc(C(=O)NNC(=O)C2CCCC2)c1	3	-1.6	-14	x	-1	0	-8	-8	0	x
COc1ccccc1NC(=O)CSc1ncn(-c2ccccc2)n1	-1	-0.1	-9	-10	7	-1	3	-7	-1	10
CCN(CC)S(=O)(=O)c1ccc(C(=O)Nc2ncn(Cc3ccccc3)n2)cc1	-3	0.0	0	-11	-3	-3	28	-2	0	11
CCOC(=O)C1=NS(=O)(=O)NC(C)=C1	-9	-0.4	0	-7	-2	-1	36	3	x	7
O=C(O)/C(=C\c1ccccc1)c1ccccc1	-4	-6.3	-9	-20	-4	1	1	-7	1	20
COc1cc(OC)c(OC)cc1/C=C1\CCC/C(=C\c2cc(OC)c(OC)cc2OC)C1=O	-12	-2.0	-15	44	-6	4	5	0	6	-44
N#Cc1c(C#N)c(-c2ccccc2)n(-c2ccc(C(=O)O)cc2)c1N	-7	-1.4	-25	23	3	2	27	8	2	-23
Cc1nc2sccc2c(=O)n1-c1cccc(Cl)c1	1	-2.5	6	9	0	-1	13	-1	-1	-9
CCn1ccnc1C(O)c1cccc(OC)c1 (configuration not stated)	-10	0.5	16	-32	-2	-5	16	5	2	32
COc1cccc(-n2cn[nH]c2=S)c1	-8	1.0	1	-18	3	0	-12	-9	-2	18
CC1CCCCN1C(=O)Cn1c(=O)oc2ccccc21 (configuration not stated)	5	-1.4	-3	2	-4	1	3	-13	3	-2
COc1cc(/C=N/NC(=O)c2ccccc2)ccc1O	-5	0.5	2	-22	-2	3	-4	10	-2	22
O=C(NCCc1ccccc1)c1ccccc1Cl	-3	5.0	2	-18	-4	2	6	-19	-1	18
c1ccc2c(c1)CCc1c(-c3ccncc3)n[nH]c1-2	3	-1.9	-7	11	-2	0	-4	-18	8	-11
CC(=O)c1cccc(NS(=O)(=O)c2ccc3c(c2)oc(=O)n3C)c1	-10	-1.0	2	3	-3	0	-1	-2	1	-3
CC1=C(C(=O)OCC(C)C)C(c2ccc(F)cc2)NC(=O)N1 (configuration not stated)	-16	1.4	-2	-2	-2	-1	34	5	x	2
Cc1cc(C)n(CC(=O)NCc2cc(-c3nn(C)c(=O)c4ccccc34)ccc2C)n1	5	-1.6	4	48	1	0	2	-13	-2	-48
Cn1c(SCC(=O)c2c(N)n(C)c(=O)n(C)c2=O)nnc1-c1ccccc1	11	0.9	-6	-19	1	-1	-12	-4	-2	19
COc1ccc2c(c1)CCc1c(C(=O)Nc3c(C)n(C)n(-c4ccccc4)c3=O)noc1-2	9	-1.5	-9	15	-9	3	0	-11	0	-15
O=C(Oc1ccc(/C=N/NC(=O)c2ccccc2F)cc1)c1ccccc1	-7	-0.5	3	9	-1	-2	-5	-3	0	x

Part of the list above, showing only DAGLB inhibitor, Arrestin-AP2 inh and Keap1-Nrf2 PPI.
SMILES | DAGLB inhibitor | Arrestin-AP2 inh | Keap1-Nrf2 PPI
CC1CCCCN1C(=O)Cn1c(=O)oc2ccccc21 (configuration not stated) | 1 | 3 | -4
COc1ccc2c(c1)CCc1c(C(=O)Nc3c(C)n(C)n(-c4ccccc4)c3=O)noc1-2 | 3 | 0 | -9

Among those listed so far, 8 have an aryl thioether with sulfur outside any ring:
SMILES	PKA-R2B act	LANA DNA inh	RTF Ca sens inh	SR-BI HDL uptake	Keap1-Nrf2 PPI	DAGLB inhibitor	Arrestin-AP2 inh	PvdQ inh	NSD2 inh	SR-BI uptake up
COc1ccc(C)cc1-n1nnnc1SCc1csc(C)n1	-3	0.7	-4	-24	-2	-3	-3	-2	-1	24
C=CCn1c(SCC(=O)N(CCOC)c2c(N)n(CC(C)C)c(=O)[nH]c2=O)nc2ccccc21	-5	-0.4	-4	6	1	-1	19	0	0	-6
COc1cccc(-n2c(SCc3cc(=O)oc4cc(O)c(O)cc34)nc3ccccc3c2=O)c1	-8	2.5	17*	-10	1	40*	1	-15	32	10
c1ccc(CSc2ncnc3c2oc2ccccc23)cc1	-6	1.9	-3	3	1	-13	-2	-13	-3	-3
CC(Sc1nnc(C2CC2)n1C1CC1)C(=O)N(C)C1(C#N)CCCCC1 (configuration not stated)	-2	-1.7	-5	-2	-3	0	15	-3	-2	2
COc1ccc(C(=O)NCCc2nnc3ccc(SCC(=O)Nc4cc(C)on4)nn23)cc1	2	-0.8	-4	x	-7	3	5	-8	1	x
COc1ccccc1NC(=O)CSc1ncn(-c2ccccc2)n1	-1	-0.1	-9	-10	7	-1	3	-7	-1	10
Cn1c(SCC(=O)c2c(N)n(C)c(=O)n(C)c2=O)nnc1-c1ccccc1	11	0.9	-6	-19	1	-1	-12	-4	-2	19
